# From PubChem BioAssay
# IL1B secr inh: qHTS for Inhibitors of Inflammasome Signaling: IL-1-beta AlphaLISA Primary Screen. activity change, % at 57.5 µM. THP-1 LPS/ATP IL-1B secretion, AlphaLISA, 16 h; hits give low values. actives 4.7% (n = 360,000). AID 743279, 2014; in the data active = activity change below about -50%; inconclusive = mostly about -30% to -49%; note: % is set by controls: 0 for no effect and ±100 for the full control effect
#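 Secreted IL-1B measured by AlphaLISA bead assay after 16 h compound exposure of THP-1 cells; compounds (final up to 57.5 uM) added 1 h before LPS (250 ng/mL) and ATP (1.25 mM) stimulation; lower signal means less secretion.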
# DRD3 agonist: qHTS of D3 Dopamine Receptor Agonist: qHTS; D(3) dopamine receptor (Homo sapiens), P35462; D3R DiscoveRx beta-arrestin cells, luminescence, 90 min; max activation, %; actives 0.58% (n = 410,000); AID 652048, 2013; in the data active = max activation above about 30%; note: 0% is about no effect; mostly tested at two doses, the higher about 12 µM
# Target sequence (P35462 whole entry, looked up): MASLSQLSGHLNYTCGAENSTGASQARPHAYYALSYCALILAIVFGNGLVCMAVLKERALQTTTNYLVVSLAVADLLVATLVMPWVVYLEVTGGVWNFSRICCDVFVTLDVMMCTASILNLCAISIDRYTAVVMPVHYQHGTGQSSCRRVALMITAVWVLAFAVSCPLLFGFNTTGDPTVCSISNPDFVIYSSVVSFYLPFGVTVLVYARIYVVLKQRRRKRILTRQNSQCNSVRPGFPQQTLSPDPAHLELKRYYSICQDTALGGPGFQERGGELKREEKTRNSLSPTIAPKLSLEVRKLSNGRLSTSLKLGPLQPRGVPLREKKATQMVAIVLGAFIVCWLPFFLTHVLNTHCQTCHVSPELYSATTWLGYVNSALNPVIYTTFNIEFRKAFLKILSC
#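 Agonist-mode cell screen: cells plated at 1500/well and incubated overnight at 37 °C, then exposed to library compounds for 90 min at 37 °C. Detection reagent was added for 30–60 min at room temperature, and luminescence was read.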
# HT1080 IDH1KD tx: qHTS for induction of synthetic lethality in tumor cells producing 2HG: qHTS for the HT-1080-IDH1KD cell line. HT-1080 IDH1 knockdown viability, ATP luminescence, 48 h. actives 2% (n = 360,000). Potency, µM (series often up to 46.1 µM), for inactives: at the top dose activity, negative = toxicity, most hits filed as cytotoxic;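 note: potency is the fitted concentration of half-maximal effect; 0% = DMSO wells and -100% = cell-free medium wells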
#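 Using the IDH1-knockdown HT-1080 line run in the same batch and compound series as the NT line, viability after 48 h at 37 °C was determined by CellTiter-Glo luminescence and expressed as % activity.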
# SW480 rereplic: A quantitative high throughput screen for small molecules that induce DNA re-replication in SW480 colon adenocarcinoma cells; actives 1.8% (n = 340,000); Potency, µM (highest dose often 46.1 µM), inactives show at the highest dose re-replication activation, actives largely listed as activators; SW480 DNA re-replication, Hoechst DNA content imaging, 48 h; note: potency is the fitted concentration of half-maximal effect; % of control where 0% means no effect; nearly all actives have a fitted effect of over 55% in size
#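 DNA re-replication was detected as more nuclei of elevated Hoechst intensity after 48 hr exposure to compound (23 nL pinned per well of 250 cells).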
# KB-V1 cytotox: qHTS assay for MDR1-selective chemotherapeutics: Primary screen using the drug-selected MDR subline cells KB-V1 | KB-V1 MDR cells viability, CellTiter-Glo, 72 h | Potency, µM (top dose mostly 46.1 µM), for the others: at the highest dose activity change, negative = cytotoxicity, most hits filed as cytotoxic | actives 3.4% (n = 400,000); note: potency is the fitted concentration of half-maximal effect; % is set by controls: 0 for no effect and ±100 for the full control effect; nearly all actives have a fitted effect of over 60% in size
#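 KB-V1 cells (P-gp-expressing MDR subline of KB-3-1) in phenol-red-free DMEM with 10% FBS were exposed to library compounds over a concentration series for 72 h at 37 degrees C. Viability read by CellTiter-Glo luminescence; concentration-effect curves fitted after normalization.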
# MCF10A rerep: A quantitative high throughput screen for small molecules that induce DNA re-replication in MCF 10a normal breast cells | AID 624296, 2012 | MCF 10A DNA re-replication, Hoechst nuclear intensity, 48 h | actives 2.9% (n = 350,000) | Potency, µM (doses to about 46.1 µM), for the others: at the top dose activity, positive = re-replication, usual class: activators; note: potency is the fitted concentration of half-maximal effect; % of control where 0% means no effect; nearly all actives have a fitted effect of over 50% in size
# KB-3-1 cytotox: qHTS assay for MDR1-selective chemotherapeutics: Primary screen using the parental adenocarcinoma cell KB-3-1 | actives 1.4% (n = 400,000) | KB-3-1 viability, CellTiter-Glo ATP luminescence, 72 h | Potency, µM (highest dose often 46.1 µM), for inactives: at the top dose activity change, negative = cytotoxic, usual class: cytotoxic; note: potency is the fitted concentration of half-maximal effect; % is set by controls: 0 for no effect and ±100 for the full control effect; nearly all actives have a fitted effect of over 60% in size
#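 Using CellTiter-Glo luminescence, growth of non-resistant KB-3-1 adenocarcinoma cells is assessed 72 h after pin-tool compound addition at 37 °C. Normalized responses across the concentration series yield fitted curves.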
# HEK293 tox: qHTS of GLP-1 Receptor Inverse Agonists: Cytotox Screen; Potency, µM (titrated, usually from 38.3 µM), for inactives: at the top dose activity change, negative = inhibition, hits mostly inhibitors; HEK293 cAMP-luciferase reporter cells, luminescence, 24 h; actives 0.13% (n = 410,000);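 note: loss of luciferase light is scored as toxicity; potency is the fitted concentration of half-maximal effect; % is set by controls: 0 for no effect and ±100 for the full control effect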
#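 Seeding density was 200 cells/uL; after overnight-length (12 h) culture, 23 nL compounds went on for 24 h at 37 °C. Readout used a luciferase detection reagent, luminescence taken after 12 min at room temperature.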
# HT1080-NT tox: qHTS for induction of synthetic lethality in tumor cells producing 2HG: qHTS for the HT-1080-NT fibrosarcoma cell line. actives 1.6% (n = 360,000). Potency, µM (doses to about 46.1 µM), for inactives: at the highest dose activity, negative = less viability, usual class: cytotoxic. HT-1080-NT fibrosarcoma viability, CellTiter-Glo ATP luminescence, 48 h;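 note: NT is the 2HG producing partner of a matched IDH1 knockdown line; potency is the fitted concentration of half-maximal effect; 0% = DMSO-treated cells and -100% = media-only wells without cells; nearly all actives have a fitted effect of over 55% in size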
#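 Compounds were tested in concentration-response format on HT-1080-NT cells for 48 hours at 37 degrees C. Cell viability came from CellTiter-Glo luminescence; curves were classified by r2, response magnitude and activity.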
# * hit, by the source's call; u = inconclusive; x = no result given; & = joins results of further samples; [ ] = dose if it differs, or a comment. Unless noted, calls come from the whole dose curve; as a rule, active = well fitted curve in the direction sought with a large enough effect; inconclusive = small, poorly fitted or top-dose-only effect, or another doubt; inactive = no such curve, though single readings can be large; an effect the other way counts as inactive or inconclusive.
SMILES,IL1B secr inh,DRD3 agonist,HT1080 IDH1KD tx,SW480 rereplic,KB-V1 cytotox,MCF10A rerep,KB-3-1 cytotox,HEK293 tox,HT1080-NT tox
CCn1c(CCNC(=O)c2ccc(OC)cc2)nnc1SCc1ccc(Cl)cc1Cl,-26,-18,-12%,u,u,0%,-10%,-1%[1.53 µM],2%
O=C(c1ccc(COc2c(F)c(F)cc(F)c2F)o1)N1CCN(c2ccc(Cl)cc2)CC1,-5,8,u,1%,u,-8%,-2%,-6%,8%
CC(C)NC(=O)N(C)C[C@H]1Oc2ccc(NC(=O)Cc3ccccc3)cc2C(=O)N([C@H](C)CO)C[C@@H]1C,3,-19,8%,-41%[inhibitor][9.22 µM],41%,6%,8%,-3%,8%
Clc1cccc(CNCC2CCCO2)c1Cl (stereo not given),10,-18,0%,-10%,-5%,4%,-2%,6%,0%
CN(Cc1ccc(F)cc1)C(=O)CCc1nnc(-c2ccccc2)o1,-5,-5,1%,-18%,-9%,1%,18%,-5%,4%
COc1ccc(CNC(=O)C(=O)NCC(c2ccco2)S(=O)(=O)c2ccc(C)cc2)cc1 (stereo not given),x,-19,x,x,10%,x,-12%,-9%,x
CCC1CN(C(=O)NCc2ccc(F)cc2)c2cc(C)ccc2O1 (stereo not given),0,-13&7,8%,2%,5%&-3%,0%,u,1%&-3%,0%
C=CCC[C@@H](Cc1ccc(F)cc1)C(=O)OC[C@@H](Cc1c[nH]c2ccccc12)NC(=O)[C@@H](CC=C)CC(=O)N[C@H](CO)Cc1ccccc1,-7,-24,-1%,-9%,11%,9%,u,3%,-20%
CCc1nc2ccc(C(=O)NCc3cccs3)cn2c1N(CC)CCOC,-1,0,9%,x,0%,x,0%,-1%,17%
COc1cc2sc(-c3ccc(S(C)(=O)=O)cc3)c(C#CCO)c2cc1OC,-22,-2,-7%,-2%,9%,u,-5%,u,0%
O=c1[nH]c2ccc(S(=O)(=O)Nc3ccc(Br)cc3)cc2[nH]1,-4,4,u,-10%,u,-1%,-9%,-4%,u
O=C(Nc1cccc(Cl)c1)Nc1nnc(CC2=CCCCC2)s1,43,33*,-1%,-4%,0%,u,23µM*,-6%,-1%
CCCCN=C1C([N+](=O)[O-])=CC=C2C1=NC1(CCCCC1)N2O,0,-4,-1%,-8%,-29%,18%,-3%,7%,7%
CC(=O)NCCNc1nc2c(-c3cccc(C)c3)nnn2c2ccc(Cl)cc12,x,-5,x,x,-7%,x,10%,3%,x
COc1ccc(OC)c(S(=O)(=O)NCCOC23CC4CC(CC(C4)C2)C3)c1,0,7,8%,u,0%,u,1%,7%,4%
CN(C)S(=O)(=O)c1cccc(NC(=O)c2cccc(N3C(=O)CCC3=O)c2)c1,11,4,-5%,0%,u,-3%,14%,-1%,-1%
COc1ccc(C)cc1N(CC(=O)Nc1ccc(S(=O)(=O)N2CCCC2)cc1)S(C)(=O)=O,-1,1,5%,-5%,x,-6%,x,-6%,5%
CCS(=O)(=O)N1CCC(C(=O)Nc2ccc3c(c2)CCC3)CC1,9,0,3%,-5%,2%,-16%,-2%,3%,3%
C=C[C@@H](c1ccccc1)[C@](C)(O)C(=O)O,32,-2,7%,x,0%,x,-2%,-8%,1%
O=C(NCCS(=O)(=O)N1CCN(c2ccccc2F)CC1)c1cc(=O)c2ccccc2o1,13,3&2,4%,27%,-14%,6%,24%,0%&0%,0%
CCc1cc2c(=O)[nH]c(-c3ccncc3)nc2s1,-6,-4,-4%,-3%,-15%,-8%,0%,-6%,-9%
Cn1nc(C(C)(C)C)cc1NC(=O)C1(C)CCN1C(=O)C1(c2ccccc2)CC1 (stereo not given),0,3,-2%,x,0%,x,0%,-4%,4%
CCc1ccc(-c2nn(CC(=O)NCc3ccccc3)c3c2cnc2ccc(F)cc23)cc1,x,3,x,x,-7%,x,-12%,-5%,x
CC(=O)c1cccc(NC(=O)NCCc2c[nH]c3ccccc23)c1,-8,-5,-2%,u,0%,u,-1%,0%,-6%
CCCCN(C)C(=O)Cn1nc(-c2ccc(Cl)cc2)ccc1=O,32,-3,-6%,-1%,2%,0%,-2%,0%,-11%
# Additional records:
SMILES,IL1B secr inh,DRD3 agonist,HT1080 IDH1KD tx,SW480 rereplic,KB-V1 cytotox,MCF10A rerep,KB-3-1 cytotox,HEK293 tox,HT1080-NT tox
COc1ccc(N2CC(NC(=O)c3ccc(S(=O)(=O)N4CCCCC4)cc3)CC2=O)cc1OC (stereo not given),x,5,x,x,-16%,x,-4%,-7%,x
O=C(CC(c1ccccc1)c1ccccc1)Nc1ncn[nH]1,2,-2,0%,1%,0%,u,14%,12%,-2%
Cc1c(/C=N/NC(=O)c2cccnc2)c2ccccc2n1Cc1ccccc1,56,4,u,0%,14%,6%,u,5%,u
O=C1CC(Nc2ccc(N3CCOCC3)cc2)C(=O)N1c1ccccc1 (stereo not given),-14,-4,17%,u,-3%,8.2µM*,5%,29%,-2%
Cc1csc(=O)n1CCC(=O)OCc1nnc(-c2ccccc2)o1,20,-3,11%,-54%[inhibitor],21%,-4%,2%,-10%,21%
CN(C(=O)c1cccc(NC(=O)Cc2ccc(NC(=O)C3CCN(S(=O)(=O)c4cccc([N+](=O)[O-])c4)CC3)cc2)c1)C1CCCCC1,13,-24,-15%,64%,u,-1%,-1%,1%,-1%
CC(C)c1ccc(CN2CCN(C(=O)CSc3nnnn3C3CC3)CC2)cc1,u,-6,-4%,2%,-9%,2%,u,-3%,u
O=C(NCc1ccccc1F)C1CCCN(C(=O)Nc2ccccc2)C1 (stereo not given),6,2,u,-9%,0%,u,u,-4%,u
COc1ccc(Br)cc1C1N2CC3(C)CN1CC(C)(C2)C3=O (stereo not given),7,5,8%,4%,-2%,15%,-2%,-10%,1%
Cn1c(C(=O)N2CCC(C(N)=O)CC2)cc2cc(Cl)ccc21,14,3,0%,1%,0%,0%,16%,-17%,-2%
O=[N+]([O-])c1ccc(Nc2nc(N/N=C/c3cccc(F)c3)nc(N3CCCC3)n2)cc1,u,5,-12%,-8%,-22%,u,6%,-2%[1.53 µM],-10%
COc1cc(/C=C2\SC(=S)N(NC(=O)c3ccc(O)cc3)C2=O)ccc1O,-2,-4,-5%,-13%,16%,-2%,8%,u,-10%
Cn1cnc([N+](=O)[O-])c1Sc1ccccc1,-17,7,3%,7%,-1%,-186%[0.0737 µM],-1%,-22%,-11%
O=C(CSc1nc2ccccc2c(=O)n1-c1ccc(F)cc1)NC1CC1,-14,1,0%,-16%,-25%,1%,0%,-49%,10%
CC(C)COc1ccc(C(=O)NC(=S)Nc2ccc(CN3CCOCC3)cc2)cc1,0,2,19%,-3%,-15%,-10%,3%,-6%,21%
O=C(O)c1ccccc1C(=O)c1cccs1,6,2,15%,-7%,13%,-1%,-1%,0%,16%
Cc1ccc(S(=O)(=O)NCC(=O)N/N=C/c2ccc(Cl)cc2Cl)cc1,u,6,4%,3%,0%,22%,-1%,-8%,16%
CCn1c(C)c(C(C)=O)c(N2CCN(c3ccccn3)CC2)nc1=S,-4,-9,18%,1%,u,-5%,13%,1%,9%
COCCNC(=O)C1(C)CCCN(Cc2cc(-c3ccccc3)n(C)n2)C1 (stereo not given),17,1,1%,x,3%,x,0%,1%,5%
CC(=O)OC[C@H]1O[C@@H](Sc2cccc3cccnc23)[C@H](OC(C)=O)[C@@H](OC(C)=O)[C@@H]1OC(C)=O,-2,1,-9%,-2%,-21%,2%,26%,-3%[1.53 µM],-2%
